Assay outcomes deposited in PubChem by Broad Institute.
E-selectin induc: induces E-selectin expression in human endothelial cells. activation, % at 7.58 µM. HUVEC E-selectin immunofluorescence imaging; normalized: neutral wells 0, TNF-alpha wells 100. P16581. 260,000 tested, 0.37% active;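 active = mean E-selectin-positive cell signal at least 10% of the positive control, reached in at least 60% of replicates, without over 20% cell loss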;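 note: in these data hits start at about 27%; measured in HUVEC primary endothelial cells; signal is the percent of cells scored E-selectin positive by PE staining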
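material = human umbilical vein endothelial cells (HUVEC), E-selectin induction | quantity = 3,000 cells/well | medium = EGM-2 growth medium on 0.1% gelatin-coated wells | technique = immunofluorescence imaging | read-out basis = % PE-positive cells | control set = TNF-alpha positive control, DMSO neutral control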
S100A4 inh HTS: inhibitors of human S100A4 binding to myosin IIA peptide; S100A4/TAMRA-MyoIIA peptide fluorescence polarization; inhibition, % at 10.7 µM; 360,000 tested, 0.14% active; P26447; AID 652163;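 active = mean inhibition of at least 70% across replicates, with every replicate also reaching that level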
Target sequence (P26447 whole entry, looked up): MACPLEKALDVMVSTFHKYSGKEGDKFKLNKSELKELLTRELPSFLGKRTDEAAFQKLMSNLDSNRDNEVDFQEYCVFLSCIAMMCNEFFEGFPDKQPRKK
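Material: S100A4 monomer protein / Buffer or medium: 50 mM HEPES pH 7.2, 10 mM CaCl2, 100 mM KCl / Times: 5 min incubation before reading / Benchmarks: neutral control DMSO, positive control TFP / Reagent: labelled myosin peptide probe, 5 nM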
RAD52 inh: inhibitors of human RAD52 DNA annealing; P43351; recombinant RAD52 DNA annealing, FRET fluorescence; inhibition, % at 18.7 µM; 360,000 tested, 0.46% active;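 active = every replicate showing at least 50% inhibition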
Xi reactivation: activators of X-chromosome reactivation in mouse fibroblasts; XiGFP mouse fibroblasts, % GFP-positive cells imaging, 3 d; cells co-treated with 5-aza-dC sensitizer; scaled so ellipticine positive control = 100%; activation, % at 7.58 µM; 360,000 tested, 0.055% active;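 active = mean normalized replicate activation at least 10% and every replicate at or above 10%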;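 note: 0% = median of on-plate neutral control wells and 100% = ellipticine 6 µM median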
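Assay system: SV40-immortalized XiGFP fibroblast cells, line 68-5-11; buffer or medium: DMEM plus 5-aza-dC sensitizer; compound: one concentration, pinned; timing: compounds 3 days, fix/stain 15 min at room temperature; benchmarks: positive control ellipticine, 6 µM final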
RAD54 branch: inhibitors of human RAD54 branch migration | Q92698 | RAD54 Holliday junction branch migration, FAM/BHQ fluorescence | inhibition, % at 10.4 µM | 360,000 tested, 0.14% active;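 active = mean normalized replicate activity at least 40 and at least half of replicates scoring 40 or more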;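 note: 0% = median of neutral control wells and 100% = median of positive control wells; inhibitors cause a drop in the FAM fluorescence signal; in these data hits start at about 50%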
Target sequence (Q92698 whole entry, looked up): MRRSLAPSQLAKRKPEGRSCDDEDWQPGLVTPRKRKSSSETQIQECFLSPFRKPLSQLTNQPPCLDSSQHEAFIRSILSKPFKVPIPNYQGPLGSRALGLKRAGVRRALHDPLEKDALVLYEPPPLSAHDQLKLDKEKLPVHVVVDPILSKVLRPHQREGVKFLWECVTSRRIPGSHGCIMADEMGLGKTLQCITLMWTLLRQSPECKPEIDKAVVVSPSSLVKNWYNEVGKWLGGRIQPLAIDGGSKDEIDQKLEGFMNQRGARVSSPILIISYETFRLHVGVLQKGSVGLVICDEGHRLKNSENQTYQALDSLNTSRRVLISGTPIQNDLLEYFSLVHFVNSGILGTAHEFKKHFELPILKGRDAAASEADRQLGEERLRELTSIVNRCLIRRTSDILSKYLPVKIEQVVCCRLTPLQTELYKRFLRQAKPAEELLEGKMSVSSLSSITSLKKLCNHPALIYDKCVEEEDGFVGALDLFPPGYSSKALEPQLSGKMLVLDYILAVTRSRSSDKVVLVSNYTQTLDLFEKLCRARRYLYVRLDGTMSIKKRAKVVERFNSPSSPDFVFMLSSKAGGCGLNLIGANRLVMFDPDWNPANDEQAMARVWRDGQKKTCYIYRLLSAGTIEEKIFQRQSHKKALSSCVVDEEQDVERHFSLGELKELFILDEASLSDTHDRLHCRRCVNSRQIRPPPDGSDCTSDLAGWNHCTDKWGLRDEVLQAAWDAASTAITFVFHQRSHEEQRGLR
esBAF inh: SWI/SNF esBAF complex inhibition; mouse ES cells, Bmi1-luciferase knock-in reporter, 24 h; 100% = twice the neutral-well signal; 350,000 tested, 2% active; reporter increase, % at 12.5 µM; in the data active = activation above about 40%;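 note: 0% = median of the plate's neutral control wells and 100% = double that signal; a rise in the Bmi1 reporter signal indicates esBAF inhibition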
FN deposit inh: fibronectin deposition inhibition | inhibition, % at 12.6 µM | 350,000 tested, 0.086% active | AH1F fibroblasts, Alexa488-fibronectin deposition fluorescence, overnight;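 active = mean inhibition across replicates of 30% or more, regardless of how many single replicates reach that level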;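 note: positive control wells lacked labelled fibronectin entirely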
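test system = AH1F fibroblasts assembling fluorescent fibronectin matrix | quantity = 10000 AH1F cells per well | buffer or medium = DMEM plus 2% serum, read in PBS | doses = single dose, pinned | incubation = 1 h cell attachment, overnight exposure to compound and label | detection = fluorescence at 485 nm excitation, 525 nm emission | read-out basis = inhibition from reduced deposited-fibronectin fluorescence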
EWS-Fli block: blocks EWS/Fli oncoprotein-driven transcription; A673 NR0B1-luciferase reporter, viability-normalised; inhibition, % at 12.6 µM; 350,000 tested, 0.67% active; AID 651661;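 active = mean inhibition of at least 50% after viability correction, with every replicate also passing that limit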;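 note: firefly luciferase signal divided by Alamar Blue viability fluorescence both relative to DMSO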
Starred values were filed as active, the others as inactive; · = not tested or not shown; & = joins results of further samples.

Molecule,RAD54 branch,S100A4 inh HTS,RAD52 inh,E-selectin induc,esBAF inh,EWS-Fli block,Xi reactivation,FN deposit inh
C[C@@H]1CCCCO[C@@H](CN(C)Cc2ccc(C(=O)O)cc2)[C@@H](C)CN([C@H](C)CO)C(=O)c2cc(NS(=O)(=O)c3ccc(Cl)cc3)ccc2O1,-3,-6,6,-0.2,-9,0,0.0,1
Cc1cc(C(=O)Nc2cccc3c2O[C@H](CN(C)C(=O)Nc2ccc(C(F)(F)F)cc2)[C@@H](C)CN([C@@H](C)CO)C3=O)n(C)n1,-3,0,5,2.4,5,-2,-0.9,·
CC(C)(C)c1ccc(C(=O)N2CCCC2c2cccs2)cc1 (stereo not given),-7,-5,9,·,11,-9,0.0,-5
CCC(CC(C)(C)O)C(=O)NNC(=S)Nc1ccccc1 (stereo not given),·,0,1,-0.1,·,-4,0.2,-2
CC1C(=O)N2CCCc3cc(NC(=O)c4ccccc4Br)cc1c32 (stereo not given),-4,-4,5,1.9,·,10,0.1,1
COc1ccc2[nH]c(C(=O)O)c(NS(=O)(=O)c3ccc(C)c(C)c3)c2c1,2,-1,-7,-0.3,-4,-10,0.0,-6
COc1ccc(-c2cc(=O)[nH]c3ccccc23)cc1,-11,2,-2,0.0,4,10,0.0,-8
Cc1cccc(N2CCN(CC(O)COc3ccccc3Cl)CC2)c1 (stereo not given),0,-2,-7,0.1,9,-1,0.0,5
O=C(CCc1nnc2ccc(NCCCN3CCCC3=O)nn12)NCc1ccccc1Cl,-5,-14,0,·,1,·,0.2,2
O=[N+]([O-])c1cccc(S(=O)(=O)NCCOc2cccc3cccnc23)c1,-3,-3,-7,-0.6,·,·,0.3,·
O=S(=O)(c1ccc(S(=O)(=O)N2CCCC3(CCCCC3)C2)cc1)N1CCCCC1,·,3,-1,·,-1,7,·,·
CCCC(=O)Nc1ccc2c(c1)OC[C@H](C)N(C(=O)CC)C[C@H](C)[C@@H](OC)CN(C)C2=O,·,0,-3,0.3,·,·,0.0,-4
Cc1c(NC(=O)c2ccccc2F)c(=O)n(-c2ccccc2)n1C,·,6,-5,·,-9,-6,·,·
Cc1csc(NC(=O)CCSCCc2ccccn2)n1,-16,-14,1,0.0,-5,-1,0.2,1
COc1ccc(CN2CCCC(C(=O)Nc3cccc(-n4cnnn4)c3)C2)c(C)c1C (stereo not given),-10,-2,-12,0.9,-5,·,0.0,9
O=S(=O)(Nc1nc(-c2ccccc2)cs1)c1cc(Cl)ccc1Cl,-11,5,-28,0.8,-3,5,0.0,0
Cc1ccc(OCCC(=O)NNC(=O)c2ccncc2)cc1,-6,3,-14,0.1,-1,0,0.2,3
C[C@H]1CN([C@@H](C)CO)C(=O)Cc2cc(NC(=O)Nc3ccc(F)cc3)ccc2O[C@H]1CN(C)Cc1ccccc1,2,-3,-9,-0.1,-1,-7,0.2,·
CCn1c(SCC(=O)N/N=C(\C)c2ccco2)nnc1-c1ccccc1,·,-1,0,·,·,0,0.1,2
COc1ccc(Cl)cc1NC(=O)C1(c2cccs2)CCOCC1,·,-5,-7,·,·,12,-0.1,1
C[C@H]1CN(c2ccc(Br)cc2)C(=O)[C@@H]1CC(=O)Nc1ccccc1,-4,-3,-21,0.1,-4,9,-0.3,-6
O=C(CCS(=O)(=O)c1ccc(Br)cc1)N1CCN(c2ccc(F)cc2)CC1,9,4,-8,·,-4,5,0.0,-12
O=C(c1cc(COc2ccc(F)cc2Cl)on1)N1C[C@H]2CC[C@H]1C2,5,5,4,-0.1,43*,-86,-0.1,-1
COc1ccc(NC(=O)C2CCC(C(C)(C)C)CC2)cc1S(=O)(=O)N1CCOCC1 (stereo not given),3,-12,-7,-0.6,-5,10,0.0,-4
C[C@H]1CN([C@@H](C)CO)C(=O)c2cccc(NC(=O)Nc3ccc(F)cc3)c2O[C@@H]1CN(C)Cc1ccncc1,-4,15,2,-9.8,-9,0,-0.2,·
CO[C@@H]1CN(C)C(=O)c2cc(NC(=O)C3CC3)ccc2OC[C@H](C)N(C(=O)C2CCOCC2)C[C@@H]1C,0,-8,0,-0.1,-3,-6,-0.1,2
CCOC(=O)N1CCN(C(=O)CN2C(=O)c3ccccc3S2(=O)=O)CC1,2,7,-11,16,-8,-10,0.3,1
C[C@H]1CN([C@@H](C)CO)C(=O)Cc2cc(NC(=O)CCCCCC(=O)Nc3ccccc3N)ccc2O[C@H]1CN(C)S(=O)(=O)c1ccc(F)cc1,2,9,-14,0.1,-1,20,-0.1,·
CCOc1ccc(NC(=O)Nc2cc(C(=O)O)ccc2N2CC3CC(C2)c2cccc(=O)n2C3)cc1 (stereo not given),-18,-3,-27,·,2,0,0.1,-12
COCCn1c(SCc2nc3ccccc3s2)nc2ccccc21,6,-8,-55,·,104*,-108,·,·
COC(=O)[C@@]12C[C@@H](CC(=O)NCCCN3CCCC3=O)C(=O)N(CCc3ccc(OC)c(OC)c3)C1=CCC(C)(C)C2,·,3,-2,-0.1,·,-3,0.0,·
CCO/C([O-])=N/c1c[n+](N2CCOCC2)no1,-5&-1,0&-10,5&-9,-0.1&-0.1,4&-6,-5&-3,-0.1&0.0,5&-7
O=C(CCl)NNc1nc(-c2ccccc2)c2cc(Cl)ccc2n1,-1,-2,-12,·,-1,13,0.1,-1
CCCn1c(N)c(C(=O)CSc2nnc3n2CCCCC3)c(=O)[nH]c1=O,-1,2,-5,0.4,-12,3,0.5,-2
C[C@@H]1CN([C@H](C)CO)C(=O)c2cccc(NC(=O)c3ccc(-c4nccs4)cc3)c2O[C@@H]1CN(C)C,-8,9,-5,-3.2,-1,-6,-1.3,5
CCCCN1CC[C@H]2C=CC[C@@H](C(=O)Nc3ccc(Cl)cc3Cl)[C@H]2C1=O,3,1,-7,-0.3,-4,1,0.0,-1
O=[N+]([O-])c1ccc(O)c(/C=N/Nc2ccccc2[N+](=O)[O-])c1,0,-4,-10,0.3,5,-16,0.2,-3
CCCNC(=O)C[C@H]1C[C@@H]2c3cc(NC(=O)CC4CC4)ccc3O[C@@H]2[C@H](CO)O1,-8,7,0,-0.6,-3,-5,0.0,3
COC(=O)[C@@]12C[C@@H](CC(=O)NCCCCc3ccccc3)C(=O)N(Cc3cccc4ccccc34)C1=CCC(C)(C)C2,·,-3,-14,-0.3,·,0,0.1,4
COc1ccc(CN(C)C(=O)c2cc(S(=O)(=O)NCc3ccccc3)ccc2C)c(OC)c1,·,-5,-8,·,-3,-12,0.1,0
COC(=O)C1=C(C)N(C)C(=NCC2CC2)NC1c1cccc(F)c1 (stereo not given),·,8,-19,0.0,·,-9,-0.1,-11
CC(=O)N(C)C[C@@H]1OCc2ccccc2-c2c(n(C)c3ccccc23)C(=O)N([C@H](C)CO)C[C@@H]1C,2,3,17,-0.1,-1,4,-0.2,3
COc1ccc(C/C(C)=N/NC(=S)Nc2ccccc2F)cc1,·,19,9,-0.3,·,-56,0.0,5
CN(Cc1ccccc1Br)C(=O)CN1C(=O)NC2(CCCCCC2)C1=O,-1,1,4,-0.9,8,1,0.3,5
CCNC(=O)c1c(O)c2c([nH]c1=O)CCCC2,7,4,-13,-0.2,2,-30,0.3,2
CC1CN(Cc2nc3c(c(=O)[nH]c(=O)n3C)n2CC(N)=O)CC(C)O1 (stereo not given),-9,0,3,0.0,-3,-1,0.2,-1
Cc1ccc(-c2ccc3c(c2)O[C@@H](CN(C)CC2CC2)[C@@H](C)CN([C@H](C)CO)S3(=O)=O)cc1,3,-3,4,0.0,-4,1,-0.8,·
C[C@@H]1CN([C@@H](C)CO)C(=O)c2cc(C3=CCCC3)cnc2O[C@H]1CN(C)C(=O)c1ccncc1,7,-32,3,1.0,-2,-6,-0.9,-10
CC(=O)NNC(=O)c1sc(=S)n2c1[nH]c(=O)c1sccc12,·,0,-42,-0.2,·,3,0.0,-1

Among those listed so far, eight have a Cl atom:
Molecule,RAD54 branch,S100A4 inh HTS,RAD52 inh,E-selectin induc,esBAF inh,EWS-Fli block,Xi reactivation,FN deposit inh
C[C@@H]1CCCCO[C@@H](CN(C)Cc2ccc(C(=O)O)cc2)[C@@H](C)CN([C@H](C)CO)C(=O)c2cc(NS(=O)(=O)c3ccc(Cl)cc3)ccc2O1,-3,-6,6,-0.2,-9,0,0.0,1
Cc1cccc(N2CCN(CC(O)COc3ccccc3Cl)CC2)c1 (stereo not given),0,-2,-7,0.1,9,-1,0.0,5
O=C(CCc1nnc2ccc(NCCCN3CCCC3=O)nn12)NCc1ccccc1Cl,-5,-14,0,·,1,·,0.2,2
O=S(=O)(Nc1nc(-c2ccccc2)cs1)c1cc(Cl)ccc1Cl,-11,5,-28,0.8,-3,5,0.0,0
COc1ccc(Cl)cc1NC(=O)C1(c2cccs2)CCOCC1,·,-5,-7,·,·,12,-0.1,1
O=C(c1cc(COc2ccc(F)cc2Cl)on1)N1C[C@H]2CC[C@H]1C2,5,5,4,-0.1,43*,-86,-0.1,-1
O=C(CCl)NNc1nc(-c2ccccc2)c2cc(Cl)ccc2n1,-1,-2,-12,·,-1,13,0.1,-1
CCCCN1CC[C@H]2C=CC[C@@H](C(=O)Nc3ccc(Cl)cc3Cl)[C@H]2C1=O,3,1,-7,-0.3,-4,1,0.0,-1

One compound at a time, as listed above. Values in the order: RAD54 branch | S100A4 inh HTS | RAD52 inh | E-selectin induc | esBAF inh | EWS-Fli block | Xi reactivation | FN deposit inh
Cc1ccc(-c2ccc3c(c2)O[C@@H](CN(C)CC2CC2)[C@@H](C)CN([C@H](C)CO)S3(=O)=O)cc1 is entered as 3 | -3 | 4 | 0.0 | -4 | 1 | -0.8 | ·
COC(=O)C1=C(C)N(C)C(=NCC2CC2)NC1c1cccc(F)c1 (stereo not given) is entered as · | 8 | -19 | 0.0 | · | -9 | -0.1 | -11

Not a hit list (roughly 3% active in at least one column).
